PAFAH1B2 FP inh: blocks human PAF acetylhydrolase 1b catalytic subunit 2; P68402; recombinant PAFAH1B2, FP-rhodamine activity probe, fluorescence polarization; inhibition, % at 3.39 µM; actives 1.2% (n = 340,000);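 active = inhibition above the mean of all tested compounds plus 3 SD, cut at about 24% in these data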;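 also: 0% = enzyme with DMSO and 100% = wells lacking PAFAH1B2; many of its hits are not listed in these tables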
LYPLA1 inh: LYPLA1 (human) inhibition in PME1 counter-screen; actives 0.16% (n = 320,000); recombinant LYPLA1, FP-Rh probe fluorescence polarization; inhibition, % at 5.9 µM;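 active = inhibition above the mean of all tested compounds plus 3 SD, set per campaign, cut at about 14% in these data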;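 also: inhibitors block serine hydrolase probe labeling of LYPLA1 so polarization falls; 0% = enzyme with DMSO and 100% = wells lacking LYPLA1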
PAFAH2 inh: inhibitors of human PAFAH2 | recombinant PAFAH2, FP-rhodamine activity probe, fluorescence polarization | Q99487 | actives 0.99% (n = 340,000) | inhibition, % at 3.39 µM;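 active = inhibition above the mean over all tested compounds plus 3 SD, cut at about 30% in these data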;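 also: inhibitors block probe labeling of enzyme so polarization drops; 0% = enzyme with DMSO and 100% = wells lacking PAFAH2 protein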
LYPLA2 counter: LYPLA2 (human) inhibition in PME1 counter-screen. O95372. recombinant LYPLA2, FP-Rh probe fluorescence polarization. inhibition, % at 5.9 µM. actives 0.38% (n = 320,000). AID 2177;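 active = inhibition above the screen-wide mean plus 3 SD, limit set per campaign, cut at about 26% in these data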;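 also: 0% = LYPLA2 with DMSO and 100% = wells lacking LYPLA2 enzyme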
Target sequence (O95372 whole entry, looked up): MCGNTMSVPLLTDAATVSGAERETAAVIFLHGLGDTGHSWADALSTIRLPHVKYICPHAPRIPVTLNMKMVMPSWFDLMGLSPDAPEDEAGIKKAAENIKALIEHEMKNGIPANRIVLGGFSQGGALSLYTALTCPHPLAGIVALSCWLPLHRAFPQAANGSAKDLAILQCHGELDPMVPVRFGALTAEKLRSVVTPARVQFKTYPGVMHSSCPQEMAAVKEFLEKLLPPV
pPAFAH inh: pPAFAH (human) enzyme inhibition; Q13093; actives 1.5% (n = 330,000); AID 463082; inhibition, % at 3.39 µM; recombinant pPAFAH, FP-rhodamine probe fluorescence polarization;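 active = inhibition above the mean inhibition across the screen plus 3 SD, cut at about 25% in these data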;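 also: inhibitors block binding of the rhodamine activity-based probe so polarization drops; 0% = enzyme with DMSO and 100% = wells lacking pPAFAH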
Target sequence (Q13093 whole entry, looked up): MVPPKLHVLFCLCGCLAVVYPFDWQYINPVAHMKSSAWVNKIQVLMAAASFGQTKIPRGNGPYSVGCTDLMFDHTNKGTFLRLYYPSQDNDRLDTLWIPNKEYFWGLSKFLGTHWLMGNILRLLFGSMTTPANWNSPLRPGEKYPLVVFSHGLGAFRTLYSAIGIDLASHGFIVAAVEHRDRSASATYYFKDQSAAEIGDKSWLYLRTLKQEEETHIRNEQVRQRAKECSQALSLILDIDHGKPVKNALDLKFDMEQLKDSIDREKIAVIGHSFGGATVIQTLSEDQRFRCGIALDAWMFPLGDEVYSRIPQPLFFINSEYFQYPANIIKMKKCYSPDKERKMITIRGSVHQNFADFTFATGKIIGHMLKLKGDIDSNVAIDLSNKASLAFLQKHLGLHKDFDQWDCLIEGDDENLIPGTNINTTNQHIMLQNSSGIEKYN
PAD4 FP inh: blocks human protein arginine deiminase 4 | recombinant PAD4, RCA probe fluorescence polarization | actives 0.41% (n = 330,000) | AID 485272 | Q9UM07 | inhibition, % at 6.36 µM;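 active = percent inhibition above a cutoff equal to the mean of all tested compounds plus 3 SD, cut at about 15% in these data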;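 also: 0% = PAD4 with RCA probe and DMSO and 100% = probe without PAD4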
GSTO1 inh: blocks human GSTO1 in RBBP9 counter-screen; recombinant GSTO1, activity-based probe fluorescence polarization; inhibition, % at 5.96 µM; actives 1.1% (n = 300,000);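 active = inhibition above the campaign mean inhibition plus 3 SD, cut at about 35% in these data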;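 also: 0% = GSTO1-1 with DMSO and 100% = wells lacking GSTO1-1 enzyme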
PAFAH1B3 FP inh: PAFAH1B3 (human) inhibition. AID 492972. actives 0.28% (n = 340,000). recombinant PAFAH1B3, FP-rhodamine probe, fluorescence polarization. inhibition, % at 3.39 µM;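 active = inhibition above the screen-wide average of all tested compounds plus 3 SD, cut at about 25% in these data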;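 also: 0% = enzyme with DMSO only and 100% = wells lacking PAFAH1B3 protein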
Target sequence (Q15102 whole entry, looked up): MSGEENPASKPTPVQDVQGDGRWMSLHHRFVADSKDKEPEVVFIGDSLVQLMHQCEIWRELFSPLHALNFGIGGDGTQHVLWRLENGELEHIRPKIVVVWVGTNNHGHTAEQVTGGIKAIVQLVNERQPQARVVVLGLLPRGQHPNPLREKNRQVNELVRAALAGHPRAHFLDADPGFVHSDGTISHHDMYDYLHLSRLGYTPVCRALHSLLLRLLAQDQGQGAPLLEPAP
PME-1 primary: PME-1 (human) inhibition. actives 0.53% (n = 320,000). inhibition, % at 5.9 µM. recombinant PME-1, FP-Rh probe fluorescence polarization;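 active = inhibition above the campaign mean of all compounds plus 3 SD, cut at about 26% in these data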;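 also: competitive labeling of PME-1 active site by serine hydrolase directed probe; 0% = PME-1 with DMSO and 100% = wells lacking PME-1 enzyme; inhibitors block probe labeling so polarization falls and inhibition rises; many of its hits are not listed in these tables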
* = called active by the depositor; · = not tested or not shown.

Each structure is followed by: LYPLA2 counter | GSTO1 inh | PAFAH2 inh | PAD4 FP inh | pPAFAH inh | PME-1 primary | PAFAH1B2 FP inh | PAFAH1B3 FP inh | LYPLA1 inh
1: O=C(c1ccncc1)N1CCN(S(=O)(=O)c2cccc(Cl)c2)CC1
  3 | 7 | 1 | 3 | 1 | 1 | 4 | 6 | -4
2: O=C(COC(=O)CNC(=O)c1ccccc1)Nc1ccc(S(=O)(=O)N2CCCC2)cc1
  -2 | 0 | 4 | -3 | 4 | -8 | 7 | 13 | 1
3: O=C(c1cccc(S(=O)(=O)Nc2ccccc2Cl)c1)N1CCN(C(=O)c2ccco2)CC1
  -2 | 6 | 7 | -5 | -2 | 3 | 5 | 9 | 2
4: COc1cc(C=O)ccc1OCC(=O)Nc1ccc2c(c1)OCO2
  1 | 3 | 7 | -4 | 6 | 3 | -3 | 1 | -3
5: Cc1c(Cl)cccc1NC(=O)CCCCCN1C(=O)CCC1=O
  4 | -6 | -1 | -6 | 5 | -7 | 5 | 10 | 2
6: CCCCOC(=O)c1ccc(NC(=O)COC(=O)C2CSC3(C)CCC(=O)N23)cc1 (stereo not given)
  0 | -1 | -3 | -1 | 8 | -1 | 3 | 5 | 0
7: CCN1C(=O)CSc2ccc(C(=O)NCc3ccco3)cc21
  3 | -1 | 0 | 1 | 4 | 1 | 3 | 6 | 2
8: C=CCn1c(-c2csc(-c3ccc(OC)c(OC)c3)n2)n[nH]c1=S
  6 | -2 | 5 | 2 | 4 | 1 | 3 | 6 | 3
9: CO/N=C(/C)CCS(=O)(=O)c1ccccc1
  4 | 4 | 6 | -5 | 0 | 0 | 1 | -4 | 1
10: CC(=O)Oc1ccc(NC(=O)CCC2CCCCC2)c(C(=O)O)c1
  -2 | -33 | 17 | 1 | 1 | 2 | 20 | 8 | -1
11: COc1ccc(NC(=O)c2sc(SC)nc2N)cc1
  -1 | -1 | 2 | 3 | 0 | 1 | 5 | 6 | -3
12: O=S(=O)(c1ccc(NC2CCCc3ccccc32)nc1)N1CCOCC1 (stereo not given)
  6 | -4 | -5 | -1 | 7 | 2 | 2 | 0 | 3
13: COC(=O)c1ccc(CN2CCc3ccccc32)cc1
  -6 | -1 | 2 | -6 | 1 | 1 | 0 | 3 | -4
14: CCOC(=O)Cc1csc(NC(=O)Nc2cccc(Cl)c2)n1
  2 | -8 | -1 | -7 | 4 | 9 | -2 | -3 | -11
15: CC1/C(=N/O)C(CN(C)C)C2CC1C2(C)C (stereo not given)
  -1 | -1 | 1 | -6 | 4 | -1 | -2 | 7 | -2
16: COc1ccc(N(C(=O)CNC(=O)c2ccco2)C(C(=O)NC2CCCCC2)c2cccnc2)cc1 (stereo not given)
  2 | 0 | -2 | -1 | -5 | -5 | 8 | 10 | -2
17: Cc1c(C(=O)N(CCc2ccccc2)Cc2ccccc2)cccc1[N+](=O)[O-]
  3 | 4 | 2 | 3 | 8 | 0 | -2 | -1 | 4
18: Cc1ccc(C(=O)Nc2cccc(C(O)c3ccccc3)c2)cc1 (stereo not given)
  -2 | -2 | -4 | -1 | -3 | -2 | 3 | 5 | -4
19: CCOc1ccc(-c2nn3c(-c4ccc(F)cc4)nnc3s2)cc1
  12 | 4 | 9 | 0 | 2 | -2 | 1 | 4 | 1
20: CCOC(=O)c1oc2ccccc2c1NC(=O)Cc1cccs1
  -11 | 4 | 5 | 0 | 6 | -1 | -3 | 11 | -5
21: O=C(NCc1cccc(Br)c1)C1CC(c2cc(C(F)(F)F)cc(C(F)(F)F)c2)=NO1 (stereo not given)
  -2 | -1 | 0 | 4 | 0 | 0 | -7 | 3 | -1
22: O=C(/C=C/c1cccc(F)c1)Nc1ccc(S(=O)(=O)Nc2ncccn2)cc1
  -14 | -19 | -10 | 6 | -1 | -9 | 4 | 1 | -9
23: CCOC(=O)Cn1cc(/C=N/NC(=O)CC#N)c2ccccc21
  -1 | -1 | 0 | -6 | -1 | 2 | 11 | 7 | -1
24: CN1C(=O)C2(OCC(CO)([N+](=O)[O-])CO2)c2ccccc21 (stereo not given)
  9 | 5 | -2 | -2 | 0 | -6 | -2 | 1 | 2
25: CC1CN=C(N(Cc2ccccc2)C(=O)Nc2ccccc2)S1 (stereo not given)
  -4 | -9 | 9 | -1 | -7 | 1 | 8 | 5 | 2
26: COc1ccc(CNC(=O)CN2C(=O)NC(C)(c3cccc(Br)c3)C2=O)cc1 (stereo not given)
  1 | 1 | 0 | -5 | 3 | 8 | 8 | 4 | 1
27: COc1ccccc1NC(=O)CN1CCN(C2c3ccccc3-c3ccccc32)CC1
  -3 | -1 | 6 | -2 | 3 | 0 | 2 | -1 | -2
28: COc1ccc(-c2ocnc2C(=O)N2CCN(Cc3cccnc3)CC2)cc1
  -1 | 6 | 2 | 4 | 3 | -2 | 0 | -4 | -1
29: Cc1cc(C)n(C(=O)c2cc([N+](=O)[O-])cc([N+](=O)[O-])c2)n1
  7 | 5 | -11 | 1 | 1 | 1 | -1 | 9 | 4
30: Cc1cc(S(=O)(=O)NCC(c2ccc(F)cc2)N2CCN(C)CC2)ccc1F (stereo not given)
  -2 | 5 | 1 | -3 | 4 | 5 | 6 | 5 | 0
31: CC(=O)Nc1ccc(NC(=O)CCCN2C(=O)c3ccccc3C2=O)cc1
  1 | 2 | -1 | 0 | 3 | 3 | 0 | 11 | -2
32: O=C(NCCCN1CCCC1=O)NC12CC3CC(CC(C3)C1)C2
  1 | 1 | -4 | 3 | 7 | -4 | 14 | 6 | -1
33: Cn1cccc1C(=O)OCc1ccc(C(C)(C)C)cc1
  4 | -2 | 7 | 4 | 5 | -6 | 0 | -1 | 2
34: Cc1ccc(CN2CCC(n3nccc3NC(=O)c3ccccc3C)CC2)o1
  -3 | -3 | -4 | -10 | -4 | -4 | -6 | 7 | -2
35: COC(=O)c1ccc(C(=O)OC)c(NC(=O)C2CC2)c1
  7 | 4 | -1 | -4 | 5 | -8 | 0 | 4 | 1
36: CCn1ncc2c1C(=O)NC1c3ccccc3C(=O)N21 (stereo not given)
  8 | 5 | -6 | -1 | 2 | -2 | 1 | 8 | 3
37: COc1ccc(-c2csc(NC(=O)CCCc3cccs3)n2)cc1
  -5 | 0 | 0 | 0 | -3 | 0 | -3 | 8 | 1
38: COC(=O)CNC(=O)C1(C)C=CCN1C(=O)c1ccccc1 (stereo not given)
  -7 | 4 | -6 | -9 | -3 | -2 | 1 | 5 | 1
39: CCOc1ccc2nc(NC(=O)C3CCN(c4cnccn4)CC3)sc2c1
  10 | -6 | -1 | -1 | 2 | -4 | -3 | 4 | -3
40: COc1cc(/C=N/NC(=O)c2cncc(Br)c2)cc([N+](=O)[O-])c1O
  -1 | 1 | -9 | 1 | 11 | 1 | 0 | 13 | 2
41: Cc1noc(C)c1COc1cccc(C(=O)Nc2ccc(C#N)cc2)c1
  -2 | -4 | -8 | 3 | 2 | 0 | 1 | 6 | -7
42: COc1ccc(N(CC(=O)N2CCc3ccccc32)S(=O)(=O)c2c(C)noc2C)cc1
  -1 | 0 | -6 | 4 | -5 | 5 | -2 | 4 | -3
43: N#Cc1cc([N+](=O)[O-])ccc1NCC1CCCO1 (stereo not given)
  3 | 6 | 4 | 4 | 6 | -2 | -2 | -5 | 2
44: CC(=O)N/C(=C\c1ccccc1)C(=O)Nc1ccccc1C
  -2 | 6 | 5 | 1 | 0 | 5 | 2 | 5 | 0
45: COCCn1c(C)nnc1SCC(=O)NNC(=O)c1ccc(Cl)cc1
  5 | 7 | 0 | -1 | 0 | -1 | 0 | 4 | 1
46: Cn1ccnc1SCc1nc2c(cnn2-c2ccccc2)c(=O)[nH]1
  6 | 7 | 0 | -1 | 3 | 3 | 3 | 3 | 1
47: CCOC(=O)c1ccc(N2C(=O)c3n[nH]c(C)c3C2c2ccc(OC)c(OC)c2)cc1 (stereo not given)
  9 | -2 | -7 | 0 | -4 | 0 | 5 | 0 | 29*
48: CCOCCCNC(=O)Cc1cc(=O)[nH]c(=O)[nH]1
  6 | 1 | 2 | -5 | -5 | -3 | 4 | 0 | 1
49: O=C(Nc1nnc(-c2ccccc2)o1)c1cc(-c2cccs2)nc2ccccc12
  -12 | -135 | 2 | -21 | 4 | -19 | 0 | -3 | -10
50: O=C(Nc1c(C(=O)NCc2ccco2)cnn1-c1ccccc1)c1ccc(F)cc1
  0 | 5 | -2 | 1 | 5 | 1 | 2 | 6 | -4
51: Cc1ccc2nc(-c3cccnc3)cc(C(=O)N3CCN(c4ccc([N+](=O)[O-])cc4)CC3)c2c1
  9 | 1 | -3 | -3 | 3 | 14 | -3 | 10 | 0
52: O=C(CSCc1ccc(Cl)cc1)N1CCOCC1
  1 | 6 | -3 | 2 | 5 | 0 | 14 | -1 | 1
53: COc1ccc(C(C(=O)NC2CCCC2)N(CCN(C)C)C(=O)c2snc(C(N)=O)c2N)cc1 (stereo not given)
  1 | -3 | -3 | 2 | 6 | 3 | 4 | 0 | 4
54: Cn1c(=O)c2c(nc(SCC(=O)NCC3CCCO3)n2Cc2ccc(F)cc2)n(C)c1=O (stereo not given)
  1 | 13 | 7 | 2 | -2 | -1 | 2 | 3 | 1
55: CN1CCc2c(sc3c2C(=O)NC(/C=C\c2ccccc2)N3)C1 (stereo not given)
  -2 | -5 | · | 1 | 4 | -1 | · | · | 2
56: CC(=O)C1=NN(c2ccccc2)C(c2cccs2)N1c1ccc(N(C)C)cc1 (stereo not given)
  6 | -3 | -3 | -2 | 5 | -2 | 0 | 7 | 4
57: CCOC(=O)Cc1c(C)c2c(C)[nH]nc2oc1=O
  0 | 8 | 0 | -2 | 7 | -2 | 3 | -5 | 1
58: CCc1ccccc1NNC(=O)CCc1ccccc1
  -7 | -4 | -2 | 1 | -2 | 0 | 2 | 6 | -2
59: CCOc1ccccc1NC(=S)N1CCC(c2nc3ccccc3o2)CC1
  4 | 0 | -5 | -1 | 8 | -5 | -1 | -1 | 1
60: CC(=O)Oc1ccc2oc(/C=C/N(C)C)c([N+](=O)[O-])c2c1
  3 | -2 | 1 | -5 | 7 | -4 | 3 | 3 | 0

Later entries:
Each structure is followed by: LYPLA2 counter | GSTO1 inh | PAFAH2 inh | PAD4 FP inh | pPAFAH inh | PME-1 primary | PAFAH1B2 FP inh | PAFAH1B3 FP inh | LYPLA1 inh
61: O=C(O)CCn1nnc2ccccc21
  3 | -1 | 7 | 1 | 3 | -4 | 6 | 1 | -2
62: N#Cc1cccc(Nc2c3c(nc4ccccc24)CCCC3)c1
  -2 | 5 | 2 | 4 | 4 | 0 | 0 | 9 | -1
63: Cc1cccc(COc2ccc(/C(O)=C3\C(=O)C(=O)N(CCN(C)C)C3c3ccncc3)cc2)c1 (stereo not given)
  2 | -5 | -5 | 0 | 4 | -3 | 5 | 6 | 0
64: O=C(COC(=O)/C=C/c1cccc(Cl)c1)NCc1cccs1
  · | · | 37* | 4 | 2 | · | 6 | 2 | ·
65: Cc1onc(-c2ccccc2)c1C(=O)N1CCN(c2ccc([N+](=O)[O-])cc2)CC1
  1 | 3 | 1 | -3 | -5 | 3 | 3 | 2 | -2
66: Cc1nn(C)c(C(=O)N/N=C/c2cccnc2)c1Cl
  -2 | 2 | -1 | 2 | -3 | 5 | -4 | 7 | -1

Bioassay records deposited in PubChem BioAssay by The Scripps Research Institute Molecular Screening Center.

An excerpt; rates above refer to the full screens.
